# Bioassay records from PubChem.
# HP1b binding inh: inhibitors of HP1-beta chromodomain binding to methylated histone tails; AlphaScreen HP1-beta / biotin-H3K9me3 peptide binding; Potency, µM (series often up to 114 µM), inactives show at the top dose activity change, negative = inhibition, usual class: inhibitors; 390,000 compounds, 0.56% hits; note: potency is the fitted concentration of half-maximal effect; nearly all actives have a fitted effect of over 70% in size; inactives centre near 23
#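 AlphaScreen: HP1-beta (50 nM) preformed 30 min with biotin-H3(1-18)K9me3 peptide (50 nM) in PBS pH 7.4, 0.01% Tween-20. Compound added for 30 min at RT, then streptavidin donor/nickel chelate acceptor beads (10 ug/mL) for 30 min.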
# GLS inhibitor: glutaminase GLS (human) inhibition. O94925. GLS enzymatic activity, qHTS titration. Potency, µM (doses to about 45.5 µM), for inactives: top-dose activity change, negative = inhibition, hits mostly inhibitors. 410,000 compounds, 0.21% hits; note: potency is the fitted concentration of half-maximal effect; % is set by controls: 0 for no effect and ±100 for the full control effect
#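 Read-out is an Amplex red fluorescence increase coupled through glutamate oxidase and HRP, measured before and after 30 min room-temperature incubation. hKGA is in 45 mM KH2PO4 (pH 8.2) with 0.02% Tween-20; glutamine added as 1mM solution.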
# Pin1 inh: human Pin1 inhibition | Q13526 | 390,000 compounds, 0.009% hits | Pin1 FP peptide displacement, HiFluor488, 10 min | Potency, µM (series often up to 115 µM), for the others: top-dose activity, negative = inhibition, hits mostly inhibitors; active = well fitted inhibition curve with a large enough effect in the polarisation, with a control signal flat, not every such curve was filed as active; inconclusive = small, poorly fitted or top-dose-only effect, or effect the other way, or a change in a side signal; inactive = no such curve, though single readings can be large or run the other way; the % refers to the polarisation; note: potency is the fitted concentration of half-maximal effect; % is set by controls: 0 for no effect and ±100 for the full control effect
# PGK inhibitor: blocks T. brucei phosphoglycerate kinase. P07378. PGK/GAPDH coupled, Kinase-Glo luminescence, 60 min. Potency, µM (titrated, usually from 57.5 µM), for inactives: at the top dose activity change, negative = inhibition, usual class: inhibitors. 380,000 compounds, 0.043% hits. AID 602233; note: potency is the fitted concentration of half-maximal effect; % is set by controls: 0 for no effect and ±100 for the full control effect; nearly all actives have a fitted effect of over 60% in size
#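 Recombinant glycosomal PGK reaction used 1,3-bisphosphoglycerate generated in-well by GAPDH (100nM final) in 100mM TEA pH 7.6, 5mM MgCl2, 0.01% Tween-20. After 60 minutes at room temperature, ATP was read by Kinase-Glo Plus luminescence end-point.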
# G9a inh: inhibitors of human histone lysine methyltransferase G9a | G9a H3K9 monomethylation, AlphaScreen, 2 h | Potency, µM (doses to about 102 µM), for inactives: at the highest dose activity, negative = inhibition, usual class: inhibitors | 350,000 compounds, 8.8% hits | AID 504332; note: potency is the fitted concentration of half-maximal effect; % is set by controls: 0 for no effect and ±100 for the full control effect; nearly all actives have a fitted effect of over 75% in size
#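 Enzyme 20 nM + cpd, 15 min RT; add b-H3K9 pep 500 nM / SAM 20 uM; 2 h RT; anti-H3K9me1 Ab 0.5 ug/mL + SA donor / anti-rabbit acceptor beads 20 ug/mL each, 10 min; AlphaScreen read.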
# PI4K2A inh: PI4K2A (human) kinase inhibition; AID 1346378; purified PI4K2A, ADP-Glo luminescence, 1 h; hits give low values; 420,000 compounds, 0.13% hits; Q9BTU6; activity change, negative = inhibition, % at 76.9 µM; in the data active = activity change below about -50%; inconclusive = mostly about -30% to -49%;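 note: -100% = wells without enzyme as full effect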
#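 ADP-Glo luminescence measured ADP generated by PI4K2A enzyme (4 ug/mL before mixing) with 1.2 mM PI substrate (pre-mix) and 300 microM ATP (pre-mix). Tris pH7.5 buffer with MgCl2, Triton X-100; 1 h reaction at ambient temperature.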
# JMJD2A Tudor inh: blocks the human JMJD2A Tudor domain | Potency, µM (doses to about 114 µM), without a hit: top-dose activity change, negative = inhibition, usual class: inhibitors | AID 504339 | AlphaScreen JMJD2A-Tudor / H3K4me3 peptide binding | O75164 | 390,000 compounds, 4.4% hits; note: potency is the fitted concentration of half-maximal effect; % is set by controls: 0 for no effect and ±100 for the full control effect; nearly all actives have a fitted effect of over 50% in size
# Target sequence (O75164 whole entry, looked up, the tested form may be a part): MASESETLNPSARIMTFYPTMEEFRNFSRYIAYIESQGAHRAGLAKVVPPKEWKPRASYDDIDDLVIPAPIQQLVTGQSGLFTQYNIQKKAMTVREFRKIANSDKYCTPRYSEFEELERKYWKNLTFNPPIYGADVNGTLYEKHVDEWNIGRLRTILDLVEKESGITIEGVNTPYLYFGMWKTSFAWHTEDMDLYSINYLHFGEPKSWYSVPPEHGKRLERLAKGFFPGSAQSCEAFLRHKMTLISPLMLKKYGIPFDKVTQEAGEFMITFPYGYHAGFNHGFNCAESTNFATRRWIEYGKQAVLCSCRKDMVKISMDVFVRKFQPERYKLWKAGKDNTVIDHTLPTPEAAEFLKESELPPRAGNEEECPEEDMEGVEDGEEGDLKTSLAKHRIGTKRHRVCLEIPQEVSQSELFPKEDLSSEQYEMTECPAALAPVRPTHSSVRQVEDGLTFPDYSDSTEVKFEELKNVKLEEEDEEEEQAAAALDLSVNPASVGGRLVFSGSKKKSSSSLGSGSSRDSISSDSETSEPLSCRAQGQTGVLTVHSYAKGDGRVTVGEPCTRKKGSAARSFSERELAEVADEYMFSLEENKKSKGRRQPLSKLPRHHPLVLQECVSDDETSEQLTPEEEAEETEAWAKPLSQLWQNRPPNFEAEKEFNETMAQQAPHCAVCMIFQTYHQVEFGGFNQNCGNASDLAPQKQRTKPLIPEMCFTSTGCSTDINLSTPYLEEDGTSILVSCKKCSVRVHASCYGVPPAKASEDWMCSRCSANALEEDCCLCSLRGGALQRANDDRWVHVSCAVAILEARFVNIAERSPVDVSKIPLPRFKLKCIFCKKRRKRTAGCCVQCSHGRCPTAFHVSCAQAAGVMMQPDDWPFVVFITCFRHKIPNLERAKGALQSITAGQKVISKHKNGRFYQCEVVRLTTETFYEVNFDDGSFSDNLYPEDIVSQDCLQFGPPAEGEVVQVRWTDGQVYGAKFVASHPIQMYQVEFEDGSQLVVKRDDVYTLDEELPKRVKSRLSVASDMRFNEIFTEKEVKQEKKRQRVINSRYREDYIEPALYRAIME
# BAZ2B inh: inhibitors of human BAZ2B bromodomain; Q9UIF8; AlphaScreen BAZ2B-H3K14Ac peptide displacement; 360,000 compounds, 4.4% hits; Potency, µM (highest dose often 114 µM), inactives show at the top dose activity change, negative = inhibition, actives largely listed as inhibitors; note: potency is the fitted concentration of half-maximal effect; % is set by controls: 0 for no effect and ±100 for the full control effect; nearly all actives have a fitted effect of over 60% in size
#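 AlphaScreen luminescence quantifies BAZ2B engagement of H3K14Ac peptide; the protein and biotinylated peptide are both at 50 nM final, buffer PBS pH 7.4 with 0.01% Tween-20, all steps at room temperature.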
# Pol eta inh: inhibitors of human DNA polymerase eta. recombinant Pol eta, fluorescent DNA replication assay. Potency, µM (doses to about 114 µM), without a hit: top-dose activity change, negative = inhibition, hits mostly inhibitors. 390,000 compounds, 1.2% hits. AID 588591; note: potency is the fitted concentration of half-maximal effect; % is set by controls: 0 for no effect and ±100 for the full control effect
#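 Fluorescent replication assay: 50 nM final substrate added after a 15 min room-temperature compound preincubation with 10 nM enzyme. Signal taken at 0 min and again at 10 min.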
# * = called active by the depositor; i = inactive; ? = inconclusive; · = not tested or not shown; & = joins results of further samples; [ ] = another dose, or the depositor's remark. Unless noted, calls come from the whole dose curve; as a rule, active = well fitted curve in the direction sought with a large enough effect; inconclusive = small, poorly fitted or top-dose-only effect, or another doubt; inactive = no such curve, though single readings can be large; an effect the other way counts as inactive or inconclusive. Only part of the results is shown, so the mix of outcomes need not match the whole.
# Start of the listing, in advance (two entries):
SMILES,HP1b binding inh,GLS inhibitor,Pin1 inh,PGK inhibitor,G9a inh,PI4K2A inh,JMJD2A Tudor inh,BAZ2B inh,Pol eta inh
Cc1ccc(-c2nc3cccnc3s2)cc1NC(=O)C1c2ccccc2Oc2ccccc21,29%,-10%,36%[activator],-2%,-1%,3,-33%,-38%,?
Clc1ss/c(=N\c2ccccn2)c1Cl,18%,0%,13%,-5%,1.8µM*,0,-11%,40µM*,2%

# This part in full, from the first entry:
SMILES,HP1b binding inh,GLS inhibitor,Pin1 inh,PGK inhibitor,G9a inh,PI4K2A inh,JMJD2A Tudor inh,BAZ2B inh,Pol eta inh
Cc1ccc(-c2nc3cccnc3s2)cc1NC(=O)C1c2ccccc2Oc2ccccc21,29%,-10%,36%[activator],-2%,-1%,3,-33%,-38%,?
Clc1ss/c(=N\c2ccccn2)c1Cl,18%,0%,13%,-5%,1.8µM*,0,-11%,40µM*,2%
COc1ccc(NC(=O)CCc2nc3c(C)nn(-c4ccc(C)cc4)c3n(C)c2=O)cc1,-10%,1%,-5%,i,-28%[59 µM],1,-7%,-19%,5%
CN(NC(=O)c1ccccc1)C1=NS(=O)(=O)c2ccccc21,45%[activator],13%,3%,i,-4%[12.7 µM],-3,-5%,-11%,0%
CCOc1ccc(NC(=O)CN(C)C(=O)c2ccc(N3CCOCC3)c([N+](=O)[O-])c2)cc1OCC,14%,-16%,-4%,1%,-8%[12.7 µM],0,-14%,-24%,-4%
CCCCCCN1C[C@H](O)[C@@H](n2cc(C3CC3)nn2)C[C@@H]1c1ccccc1,·,5%,·,2%,·,3,·,·,-13%
CCOC(=O)N1CCN(CC(=O)Nc2ccc(OC)cc2)CC1,27%,11%,-9%,-9%,9%[59 µM],3,-14%,1%,-14%
C1CCc2c(nnc3c2-c2nonc2CC3)C1,23%,-2%,2%,-2%,32µM*,-2,-3%,6%,8%
COC(=O)c1ccc(Nc2nc(-c3ccncc3)nc3ccccc23)cc1,30%,1%,11%,-1%,-17%[2.33 µM],1,-20%,3%,-4%
O=C(Nc1ccc(Cl)c(Cl)c1)OCCNC(=O)c1cccc(Cl)c1,32%,-4%,6%,-9%,25%[59 µM],0,-11%[57.1 µM],4%,-9%
COc1cccc(NC(=O)CCNC(=O)Cn2ccc3ccccc3c2=O)c1,17%&37%,-5%&2%,-3%&4%,-6%&-4%,7%[59 µM],0&1,-6%&3%,-2%&-11%,-7%&-6%
COc1ccc2c(c1)c1c(c(=O)n(-c3ccccc3)c(=O)n1CC(=O)NCCC1=CCCCC1)n2C,20%,4%,0%,-5%,3%[59 µM],2,-6%,-3%,-1%
COC(=O)CC1Oc2ccccc2N(Cc2ccccc2)C1=O (stereo not given),44%[activator],-2%,-1%,1%,-5%[59 µM],1,-9%,?,-14%
C=CCOC(=O)C1=C(C)NC(C)=C(C(=O)OCC=C)C1c1cn(-c2ccccc2)nc1-c1ccco1,13%,-6%,?,0%,17%,1,-15%,-6%,-3%
COC(=O)C1=C(C)N(Cc2ccco2)C(=O)C1,24%,?,?,-19%,?,-5,-13%,0%,13µM*
CN(/C=C/C(=O)C(F)(F)F)Cc1ccccc1,51%[activator],1%,-17%,i,·,0,1%,12%,-8%
CC(CN1C(C)CCCC1C)OC(=O)c1ccccc1Br (stereo not given),78%[activator],-15%,0%,0%,5%,6,-9%,-2%,-13%
Cc1cccc(C(=O)N2CCc3cc(CNC(=O)c4ccc(Br)o4)ccc32)c1,4%,8%,26%,4%,-32%[59 µM],7,-29%,-24%,-11%
CC(=O)CSc1ccc(C(=O)O)cn1,38%,7%,-3%,1%,-14%[59 µM],4,-16%,7%,-24%
O=C(COc1ccccc1F)Nc1ccc(-c2nc3ccccc3s2)cc1,-8%,0%,0%,1%,3%[12.7 µM],1,?,?,-21%
COCCN(C(=S)Nc1ccccc1C)C(C)c1cccs1 (stereo not given),61%[activator],-12%,0%,-23%,44%[59 µM],-1,-12%,1%,-14%
O=C(Cn1c(=O)oc2ccccc21)Nc1ccc(S(=O)(=O)N2CCCCC2)cc1,24%,0%,21%,0%,0%[12.7 µM],5,6%,1%,-6%
CC(C)c1ccc(C(C)NC(=O)C2CCCC2)cc1 (stereo not given),18%,-12%,-1%,-1%,13%,-7,10%,-17%,-23%
CCCCn1c(SCC(=O)c2ccc3c(c2)OCCO3)nnc1-c1ccco1,21%,4%,?,3%,?,-5,-21%,-26%,8%
Cc1ccc2nc(-c3ccsc3)c(Nc3ccc(Cl)cc3)n2c1,0%,-5%,-2%,-5%,-4%[59 µM],-4,-20%,-1%,-6%
CCCCNc1c(-c2cccc(SC3CCCCC3)c2)nc2ccc(Cl)cn12,80%[activator],6%&0%,13%,4%,?,-1&5,8%,-14%,-18%
Cn1cc(/C=C(\NC(=O)c2ccccc2)C(=O)NCCCn2ccnc2)c2ccccc21,·,0%,·,i,·,0,·,·,-5%
Cc1ccc(-n2nc(C)c(/C=N/NC(=O)c3cccnc3)c2Cl)cc1,11%,0%,7%,i,11%[59 µM],-1,-17%,-5%,-7%
Cc1ccccc1CNC(=O)Cn1nc(C)c2nn(-c3ccc(Cl)cc3)c(C)c2c1=O,15%[57 µM],4%,-13%,14%,15%[59 µM],-2,?,5%,-2%
CCCOc1ccc(C(=O)NCc2cccnc2)cc1,34%,-10%,0%,-4%,0%[12.7 µM],-2,-2%,-36%,-4%
O=C(C1CCCN(S(=O)(=O)c2ccccc2[N+](=O)[O-])C1)N1CCCC1 (stereo not given),19%,7%,-3%,0%,14%[59 µM],4,-9%,8%,-14%
CN(Cc1ccccc1)C(=S)NC(=O)C1CCCCC1,46%[activator],17%,-9%,-3%,-45%,2,-10%,0%,-19%
CCOc1ccc(/C=C2/SC(=S)N(CCC(=O)Nc3ccc(C(=O)O)cc3)C2=O)cc1,35µM*,?,?,?,16µM*,-7,10µM*,32µM*,8.9µM*
COc1cccc(CNC(=O)C2CCN(c3nnc(-n4c(C)ccc4C)s3)CC2)c1OC,25%,4%,9%,·,5%[59 µM],2,-31%,-20%,·
Cc1cc(=S)nc(-c2ccccn2)[nH]1,-3%,-6%,-2%,-3%,?,-3,?,?,-14%
CC(C)CC(CO)N1CCN(C(=O)c2ccccc2)CCC1=O (stereo not given),32%,-1%,0%,i,·,0,-8%,·,-20%
COc1ccc(OCC(=O)NNC(=O)C(=O)Nc2cc(OC)ccc2OC)cc1,32%,16%,2%,-8%,12%[0.0925 µM],-3,-12%,-12%,-18%
CCC/C(O)=C1\C(=O)CC(C)(C)CC1=Nc1ccc(OC)cc1,54%[activator],6%,1%,3%,-11%,-4,3%,6%,-7%
O=C(O)c1cncc(C#CCC2CCCCC2)c1,10%,-1%,1%,3%,·,-2,6%,20%,-22%
Cc1ccc(SCc2ccc(C(=O)Nc3ccccc3Br)cc2)cc1,61%[activator],-2%,17%,1%,33%,-2,20%,34%,-28%
Cc1ccc(NC2c3ncccc3C(=O)N2Cc2ccco2)c(C)c1 (stereo not given),16%,-3%,1%,-7%,45µM*,-1,?,-33%,-7%
Cc1ccc(Nc2nc(-c3sc(NC(=O)c4ccco4)nc3C)cs2)cc1,-16%,8%,31%[activator],6%,?,-10,?,?,-9%
Cc1cccc2sc(NNC(=O)c3ccc4c(c3)OCCO4)nc12,6%,18%,?,2%,10µM*,1,?,?,-10%
O=[N+]([O-])c1ccc(Cl)c(S(=O)(=O)Nc2cccc(-c3ccc(N4CCCC4)nn3)c2)c1,1%,12%,-4%,-7%,40µM*,-9,-34%,?,?
CCCCOc1ccc(Cl)cc1Nc1nc(NCCO)nc(N2CCCC2)n1,13%,1%,2%,-6%,·,-3,-33%,·,-8%
COc1ccc(N(CC(=O)NCCSc2ccccn2)S(C)(=O)=O)cc1,39%[activator],9%,-8%,-4%,-39%[59 µM],-1,?,3%,-9%
CCOc1ccc(NC2=C(OC)C(=O)c3ccccc3C2=O)cc1,25µM*,-28%,-3%,-12%,8.9µM*,-25,8.9µM*,10µM*,-29%
Cc1ccccc1OCC(=O)N1CCc2ccccc2C1,48%[activator],0%,2%,-3%,22%,-3,-5%,1%,-25%
C/C(=N\Nc1nc(N)cc(Cl)n1)c1cccc(N)c1,13%,23%,-2%,0%,39%[59 µM],7,-23%,-6%,-6%
CCCCNC(=O)CSc1nccn1Cc1ccccc1,22%,15%,-12%,0%,-27%[12.7 µM],-5,-24%,-29%,8%
C[C@H](NS(=O)(=O)c1ccc2c(c1)OCCCO2)C(=O)N1CCN(Cc2ccccc2)CC1,35%,-11%,-10%,-8%,-1%,5,-5%,7%,-19%
Cc1cc(C)cc(C(=O)N(Cc2nc(-c3ccc(Cl)cc3)no2)C(C)C)c1,35%[activator],-4%,-6%,-11%,-2%[59 µM],5,2%,16%,-9%
Cc1ccccc1-c1ncnn1-c1sc2c(c1C#N)CCCCC2,-20%,0%,31%[activator],4%,?,-3,?,-32%,-19%
COc1ccc(C2CC(=O)Nc3c2c(=O)nc2c(C)cccn32)cc1 (stereo not given),21%,4%,-5%,1%,12%[59 µM],0,-24%,-15%,-8%
CCc1ccc(N2C(=O)CN(Cc3ccc(OC)c(OC)c3)C2=S)cc1,14%,14%,0%,2%,11%,3,-3%,4%,-6%
Cc1ccccc1OCC(=O)NN1C(=O)C2C3C=CC(O3)C2C1=O (stereo not given),-2%,1%,7%,0%,?,4,-17%,-17%,6%
